Giardia killer = kills Giardia lamblia | Giardia lamblia trophozoite viability | activity change, % at 7.66 µM, hits read low | hit rate 0.15% among 340,000 | AID 540267; in the data active = activity change below about -80%; inconclusive = between about -30% and that limit;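 note: parasites exposed to compound for two days anaerobically before the ATP read; % is set by controls: 0 for no effect and ±100 for the full control effect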
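Media and compound were dispensed first, then trophozoites at 100 cells/well; plates sat 48 hrs at 37 deg C without oxygen before ATP luminescence reagent was added and read after 15-30 min at room temperature.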
BRCA1 expr up = activators of BRCA1 expression; MCF7-BRCA1-FFLuc reporter, luminescence, 48 h; response scale: scaled: vehicle 0%, 10 µM genistein 100%; Potency, µM (top dose mostly 46.1 µM), inactives show at the highest dose activation, usual class: activators; hit rate 1.1% among 380,000; AID 624202; note: potency is the fitted concentration of half-maximal effect; nearly all actives have a fitted effect of over 80% in size; some results filed as inactive show a strong effect at the top dose
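Using MCF7 cells harboring a BRCA1 firefly luciferase reporter, plated 2 h before compound pinning, the screen measured luminescence after 48 h incubation. Responses were normalized to DMSO and 10 microM genistein, then fitted for concentration-effect.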
Menin MLL FP TR = menin-MLL binding inhibition, Texas Red mutant peptide. O00255. Menin + Texas Red MLL mutant peptide, fluorescence polarization. Potency, µM (titrated, usually from 61.6 µM), for inactives: top-dose FP activity change, negative = inhibition, actives largely listed as inhibitors. hit rate 0.23% among 270,000. AID 1768; active = well fitted inhibition curve with a large enough effect in the polarisation, with a control signal flat, not every such curve was filed as active; inconclusive = small, poorly fitted or top-dose-only effect, or effect the other way, or a change in a side signal; inactive = no such curve, though single readings can be large or run the other way; the % refers to the polarisation; note: potency is the fitted concentration of half-maximal effect; % of control where 0% means no effect; many of its hits are not listed in these tables
ELG1 genotoxic = inducers of genotoxicity in HEK293T ELG1-luciferase cells. AID 504466. hit rate 1.3% among 330,000. Potency, µM (titrated, usually from 46 µM), for inactives: top-dose activity change, positive = activation, most hits filed as activators. HEK293T ELG1-luciferase reporter, luminescence, 16 h; note: potency is the fitted concentration of half-maximal effect; % of control where 0% means no effect; nearly all actives have a fitted effect of over 60% in size
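ELG1-luciferase HEK293T cells, 2,000/well; compound pinned in; 16 hr, 37 °C, 5% CO2; ONE-Glo, 30 min RT; luminescence on CCD imager.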
PKM2 activator = increases activity of human pyruvate kinase M2 | hit rate 0.34% among 260,000 | P14618 | purified PKM2, Kinase-Glo ATP luminescence, activation; response scale: 0% is enzyme alone, no compound | AID 1631 | Potency, µM (top dose mostly 57.5 µM), without a hit: at the highest dose activation, usual class: activators; note: potency is the fitted concentration of half-maximal effect; % is set by controls: 0 for no effect and ±100 for the full control effect; nearly all actives have a fitted effect of over 55% in size
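Kinase-Glo luminescence reports ATP generated from ADP (0.1 mM) and PEP (0.5 mM) by purified hPK-M2 after 1 h at room temperature, pH 7.2 imidazole buffer; intermediate enzyme activity allows detecting inhibitors and activators.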
RORgamma inh = inhibitors of mouse ROR gamma transcriptional activity; hit rate 5.4% among 310,000; P51450; Potency, µM (titrated, usually from 53.6 µM), for inactives: top-dose activity change, negative = inhibition, usual class: inhibitors; Drosophila S2 Gal4-RORgamma UAS-luciferase reporter, 20 h; note: potency is the fitted concentration of half-maximal effect; % is set by controls: 0 for no effect and ±100 for the full control effect; nearly all actives have a fitted effect of over 60% in size
Target sequence (P51450 whole entry, looked up, the tested form may be a part): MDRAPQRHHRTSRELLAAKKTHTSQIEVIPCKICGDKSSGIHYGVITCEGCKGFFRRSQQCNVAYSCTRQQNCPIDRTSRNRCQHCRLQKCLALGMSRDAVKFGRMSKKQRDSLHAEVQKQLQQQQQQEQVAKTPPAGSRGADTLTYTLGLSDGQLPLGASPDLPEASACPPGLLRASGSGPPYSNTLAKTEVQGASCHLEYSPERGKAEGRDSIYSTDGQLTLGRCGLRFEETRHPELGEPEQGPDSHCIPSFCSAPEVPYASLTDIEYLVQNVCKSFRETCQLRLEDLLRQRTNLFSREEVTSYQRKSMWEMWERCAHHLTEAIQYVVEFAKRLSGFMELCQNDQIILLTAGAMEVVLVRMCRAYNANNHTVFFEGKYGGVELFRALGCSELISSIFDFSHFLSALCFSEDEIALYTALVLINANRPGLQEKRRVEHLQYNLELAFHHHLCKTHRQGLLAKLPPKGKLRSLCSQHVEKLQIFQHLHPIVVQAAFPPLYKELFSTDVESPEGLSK
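Luciferase reporter read in Schneider cells carrying Gal4-RORγ (mouse) and UAS-Photinus luciferase; cells given compound 1 h before 700 uM copper sulfate induction, then incubated 20 h at ambient temperature.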
Rab9 prom act = activates the Rab9 promoter; Huh7 Rab9 promoter-luciferase reporter, luminescence, 24 h; Potency, µM (top dose mostly 9.22 µM), for the others: at the top dose activation, negative = inhibition, usual class: activators; hit rate 2.8% among 320,000; note: potency is the fitted concentration of half-maximal effect; % of control where 0% means no effect; nearly all actives have a fitted effect of over 60% in size
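Promoter activation is measured as luciferase luminescence in Huh7 cells stably transfected with a Rab9 promoter–luciferase construct, following 24 h compound exposure at 37 °C and 10 min reagent incubation at ambient temperature.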
p53 reactivator = restores transcriptional activity of mutant p53; AID 504706; H1299 p53-A138V BP100-luciferase reporter, luminescence, 24 h; hit rate 0.063% among 320,000; Potency, µM (highest dose often 92.2 µM), for inactives: top-dose activity change, positive = activation, actives largely listed as activators; note: potency is the fitted concentration of half-maximal effect; % of control where 0% means no effect; nearly all actives have a fitted effect of over 45% in size
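p53-null H1299 cells stably carrying temperature-sensitive p53-A138V and a BP100-luciferase reporter were pinned with compounds (4-point, 1:5 series) and held 24 hrs at 37 deg C. Luminescence was read 10 min after detection reagent.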
Gal4-VP16 FLuc = counter-screen for ROR gamma inhibitors: Gal4-VP16 reporter; Potency, µM (series often up to 53.6 µM), for inactives: at the highest dose activity, negative = inhibition, actives largely listed as inhibitors; Drosophila S2 Gal4-VP16 UAS-luciferase, luminescence, 20 h; hit rate 3.5% among 310,000; AID 2546;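 note: Gal4-VP16 expression switched on by copper sulfate through the metallothionein promoter; potency is the fitted concentration of half-maximal effect; % is set by controls: 0 for no effect and ±100 for the full control effect; nearly all actives have a fitted effect of over 50% in size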
FLuc modulator = counter-screen for miR-21 project: firefly luciferase inhibitors or activators; AID 588342; Potency, µM (series often up to 57.5 µM), for inactives: at the highest dose activity change, negative = inhibition, hits mostly inhibitors; P08659; hit rate 6.9% among 360,000; purified FLuc, Km substrates, luminescence inhibition;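 note: potency is the fitted concentration of half-maximal effect; plate controls were vehicle for no effect and reference inhibitor for full effect; nearly all actives have a fitted effect of over 55% in size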
Target sequence (P08659 whole entry, looked up): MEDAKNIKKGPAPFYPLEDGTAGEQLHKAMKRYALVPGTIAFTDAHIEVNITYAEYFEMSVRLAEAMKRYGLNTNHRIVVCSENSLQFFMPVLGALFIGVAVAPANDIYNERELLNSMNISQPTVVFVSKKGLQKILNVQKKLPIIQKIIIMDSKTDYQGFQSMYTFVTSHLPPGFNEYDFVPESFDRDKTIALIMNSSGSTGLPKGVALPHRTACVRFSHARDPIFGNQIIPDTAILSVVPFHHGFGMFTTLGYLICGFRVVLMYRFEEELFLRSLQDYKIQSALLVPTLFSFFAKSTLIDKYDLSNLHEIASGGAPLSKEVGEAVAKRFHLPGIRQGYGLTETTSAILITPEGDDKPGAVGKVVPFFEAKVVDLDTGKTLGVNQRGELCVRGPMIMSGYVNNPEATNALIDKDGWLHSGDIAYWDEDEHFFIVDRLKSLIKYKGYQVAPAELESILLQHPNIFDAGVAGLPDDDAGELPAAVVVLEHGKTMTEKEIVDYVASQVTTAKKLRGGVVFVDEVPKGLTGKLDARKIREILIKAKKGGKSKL
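Biochemical qHTS of compounds, final roughly 60 µM downward over six points, against 10 nM purified firefly luciferase using Km concentrations of substrates (10 uM D-luciferin, 10 uM ATP) in Tris acetate pH 7.5 buffer; luminescence output.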
NPC1 prom act = NPC1 promoter activation. Huh7 NPC1 promoter luciferase reporter, 24 h. Potency, µM (doses to about 9.22 µM), for inactives: top-dose activation, most hits filed as activators. hit rate 2.4% among 320,000;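 note: potency is the fitted concentration of half-maximal effect; % of control where 0% means no effect; nearly all actives have a fitted effect of over 60% in size; reporter is driven by a mutant NPC1 promoter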
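Stable NPC1-promoter luciferase Huh7 line; cpd (DMSO) 24 h, 37 °C, 5% CO2; Amplite luciferase reagent 10 min RT; luminescence readout. qHTS format.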
Starred values were filed as active, the others as inactive; ? = inconclusive; . = no result given; & = joins results of further samples; [ ] = another dose, or the depositor's remark. Unless noted, calls come from the whole dose curve; as a rule, active = well fitted curve in the direction sought with a large enough effect; inconclusive = small, poorly fitted or top-dose-only effect, or another doubt; inactive = no such curve, though single readings can be large; an effect the other way counts as inactive or inconclusive. Only part of the results is shown, so the mix of outcomes need not match the whole.

molecule	Giardia killer	BRCA1 expr up	Menin MLL FP TR	ELG1 genotoxic	PKM2 activator	RORgamma inh	Rab9 prom act	p53 reactivator	Gal4-VP16 FLuc	FLuc modulator	NPC1 prom act
CCOC(=O)c1[nH]c(C)c(C(=O)NCC2CCCO2)c1C (stereo not drawn)	4	1%	7%	-4%	2%	31%	5%	0%	22%	0%	1%
Cc1ccc(NP(=O)(c2ccc(N(C)C)cc2NC(=O)c2cccs2)N2CCOCC2)cc1Cl (stereo not drawn)	11	-51%	-2%	-1%	-6%	?	-2%	-6%	14%	?	0%
CCOC(=O)C1=C(N)N2C(=O)C(C)SC2=C(C(=O)OC)C1c1cccc(OC)c1 (stereo not drawn)	-3	-4%	5%	4%	-1%	-38%	-1%	0%	0%	-1%	-1%
O=C1c2cccc3cccc(c23)C(=O)N1c1nncs1	-1	5%	2%	1%	-2%	-27%	0%	-5%	1%	0%	-3%
CCC(CC)n1[nH]c(=O)c2c(C)cc(C)nc21	-4	-21%	24%	2%	4%	-3%	-3%	-1%	1%	8%	2%
CCOc1ccc(-c2c(C(=O)N/N=C(\C)c3cccs3)nnn2-c2nonc2N)cc1	6	-15%	.	10%	.	-44%	-1%	0%	-10%	0%	-5%
CCc1ccc([C@@H]2CC=C(C(=O)O)[C@H](c3ccccc3)N2S(=O)(=O)c2ccc(C)cc2)cc1	?	-6%	.	3%	.	.	-8%	0%	.	2%	1%
CCCn1c(=O)c2ccccc2n2c(SCCOc3ccc(C)cc3)nnc12	3	-19%	-10%	-5%	-4%	-16%	-1%	-2%	-8%	-8%	4%
COc1cc(/C=C2/SC(=NCc3ccccc3)N(Cc3ccccc3)C2=O)ccc1O	6	-16%	?	5%	8%	-1%	2%	2%	2%	?	-3%
Cc1ccc(OCC(=O)N2CCc3ccccc32)cc1	-10	?	-10%	16µM*	6%	-18%	3.5µM*	?	-5%	2.7µM*	2.8µM*
C/C=C/c1ccc(OCC(=O)OCc2csc(Nc3ccc(C)cc3)n2)c(OC)c1	0	11µM*	4%	13%	1%	0%	?	?	-8%	12µM*	?
C#CCn1c(=NC(=O)CN2C(=O)CCC2=O)sc2cc(S(N)(=O)=O)ccc21	-1	-5%	13%	1%	?	18%	1%	-1%	-9%	-1%	-6%
COc1ccc(CCN(C)C(=O)c2cc(S(=O)(=O)N3CCCCC3)ccc2Cl)cc1OC	1	-10%	.	-2%	.	.	-6%	-4%	.	2%	1%
CCOC(=O)c1cnc2c(c(C)nn2-c2ccc(C)cc2)c1Cl	-5	-15%	-21%	15%	.	18%	-3%	12%	29%	?	-3%
O=[N+]([O-])c1cnc2nc(-c3ccncc3)nn2c1O	-7	-55%	?	-1%	-42%	-40%	1%	-1%	-13%	21µM*	0%
C=CCNC(=O)C1CCCN(S(=O)(=O)c2ccc(-n3cnnn3)cc2)C1 (stereo not drawn)	8	-18%	.	4%	.	-3%	5%	5%	-14%	1%	-3%
Cc1ccc(CN2CCN(Cc3ccccn3)CC2CCO)cc1 (stereo not drawn)	15	-12%	-5%	0%	3%	-10%	12%	-1%	2%	-3%	-6%
CCCN1CCC(=O)N([C@H](CSc2ccc(OC)cc2)Cc2ccccc2)CC1	1	0%	.	-10%	-7%	?	-17%	3%	3%	-1%	3%
COc1cccc(C(=O)NCCS(=O)(=O)N2CCC(C)CC2)c1	8	-21%	.	3%	.	.	-2%	-1%	.	11%	0%
COc1ccc(C(=O)N2CCC(C(=O)Nc3ccccc3OC)CC2)cc1	-16	9%	2%	1%	4%	-20%	1%	-6%	-8%	-3%	-2%
Cc1cccc(C)c1NC(=O)COC(=O)c1ccccc1[N+](=O)[O-]	6	-18%	10%	1%	-5%	2%	-8%	16%	17%	-1%	-1%
CCC(NC(=O)c1ccccc1NC(=O)C(C)(C)C)C(=O)N1CCCC1 (stereo not drawn)	1	-6%	-27%	-2%	0%	9%	-6%	-5%	-6%	0%	2%
COc1ccc(-c2cc(C(=O)Nc3cc(C)n(Cc4ccc(Cl)cc4)n3)no2)cc1OC	9	-45%	24%	1%	-7%	-40%	-40%[inhibitor]	20%	?	3%	-36%[inhibitor]
CCCCCC(=O)Nc1nnn(CCC)n1	-8	9%	-6%	1%	-6%	9%	1%	0%	7%	-2%	2%
CC(C)Oc1ccc(C(=O)Nc2nc3ccccc3[nH]2)cc1	?	?	24%	?	-25%	1.1µM*	?	-2%	2.8µM*	0.12µM*	?
CC(=O)Nc1ccc(NC(=O)c2ccc(NC(=O)c3ccccc3)cc2)cc1	27	15%	.	6%	1%	-18%	-1%	-2%	-20%	1%	2%
COc1ccc([C@@]2(O)c3c(ccc(CC=C(C)C)c3O)NC(=O)[C@@H]2OC)cc1	-7	-33%	.	-2%	3%	?	1%	0%	0%	1%	-7%
Cc1cccc(CNS(=O)(=O)c2ccc(-c3cnc(C4CC4)o3)cc2)c1	3	0%&-54%	.	-4%	.	-23%	-5%	-6%	-18%	0%&-13%	-2%
CCOc1c2ccc(C(=O)NCc3ccco3)cc2nn1CCOC	9	0%	-16%	1%	0%	15%	20%	19%	-4%	-2%	0%
CCCCN1C(=O)/C(=C2/Sc3ccc(OC)cc3N2CC)SC1=S	-17	0%	8%	0%	-2%	4%	-6%	?	-1%	-9%	1%
O=C(CSc1ncn[nH]1)Nc1c(F)cc(F)cc1Br	1	-7%	.	0%	1%	0%	-9%	2%	9%	1%	1%
O=C(c1ccco1)N1CCN(C(=O)c2cn(-c3ccccc3)nc2-c2ccc(F)cc2)CC1	-3	83%	.	5%	.	.	12%	8%	.	4.8µM*	5%
Cc1ccc(S(=O)(=O)NCC(=O)OCc2cc(=O)oc3cc(C)ccc23)cc1	6	7%	.	1%	.	.	-7%	-8%	.	.	0%
O=C1OCCN1C(=O)[C@H]1[C@H](c2ccc([N+](=O)[O-])cc2)C(c2cccc(Cl)c2)=NN1c1ccccc1	-10	-45%	?	.	-1%	13%&-6%	-9%	.	-1%&-9%	2%	0%
CC(=O)Nc1ccc(C(=O)Nc2nnc(CCc3ccccc3)s2)cc1	1	-10%	12%	4%	0%	-17%	-2%	15%	-17%	-1%	0%
Cc1ccc(C(=O)Nc2cccc3cccnc23)cc1C	-6	17%	24%	?	7%	-4%[1.91 µM]	?	?	?	12µM*	2.8µM*
Cc1ccc(O)c(NC(=S)NC(=O)/C=C/c2ccco2)c1	-9	86%	?	?	0%	7.9µM*	26%	1%	?	-1%	-7%
O=C(Nc1ccccn1)c1cccc(S(=O)(=O)N2CCCC2)c1	17	-9%	.	4%	0%	27%	9%	3%	6%	2%	0%
Cc1ccc2cc(/C=N/NC(=O)[C@@H]3CCCN3)c(Cl)nc2c1	2	64%	.	5%	-2%	13%	0%	3%	7%	-4%	1%
O=C1CC[C@@H](OCc2ccccc2)CCN1CC[C@H](Sc1ccccc1)c1ccccc1	-16	-4%	?	0%	0%	-18%	7%	.	-14%	?	3%
O=C(CCCCn1c(=O)[nH]c2ccccc2c1=O)NCCc1c[nH]c2ccccc12	2	-1%	3%	-2%	-1%	9%	-5%	0%	-3%	-14%	-3%
CC(=O)OCc1cc2cccc(C)c2[nH]c1=O	-3	-21%	-5%	1%	-4%	-1%[10 µM]	-5%	-3%	-7%	-1%	8%
COc1ccc(OC)c(/C(O)=C/C(=O)C(=O)Nc2ccccc2OC)c1	1	-3%	?	-4%	-1%	-23%	-1%	-1%	2%	12%	-3%
Cc1ccccc1NC(=O)c1cc([N+](=O)[O-])ccc1NCCN1C(=O)CCC1=O	-5	2%	1%	3%	-1%	2%	2%	-1%	-5%	0%	-1%
O=C(Cn1nc(C(=O)O)c2ccccc2c1=O)NCCC1=CCCCC1	-12	-4%	3%	2%	-2%	0%[0.365 µM]	-2%	2%	.	-1%	0%
COc1ccc(Cl)cc1NC(=O)CS(=O)(=O)c1cccc2nsnc12	-7	-10%	-28%	-4%	-10%	4%	0%	-22%	-6%	1%	0%
CCOC(=O)C1CCCN(C(=O)/C=C/c2ccccc2[N+](=O)[O-])C1 (stereo not drawn)	14	-20%	-9%	4%	11%	-4%[10 µM]	3%	5%	-2%	0%	-2%
CC(C)NC1CS(=O)(=O)CC1O (stereo not drawn)	-3	0%	-3%	1%	3%	-4%	-2%	-1%	5%	0%	-3%
COc1ccc(-c2cc(C3CCN(C(=O)OC(C)(C)C)CC3)[nH]n2)cc1	2	19%	-16%	-7%	-3%	44%	-1%	-1%	-1%	-17%	2%

Screening data: PubChem, National Center for Advancing Translational Sciences (NCATS)
